PI5P4K alpha inh: inhibitors of human PI5P4K alpha | PI5P4Kalpha enzyme, ADP-Glo luminescence, 60 min; hits give low values | P48426 | hit rate 1.2% among 330,000 | max response, %; active = max response of -50% or lower; inconclusive = between -30% and -50%; inactive = -30% or higher; note: value at the top dose of about 77 µM; % is set by controls: 0 for no effect and ±100 for the full control effect
Target sequence (P48426 whole entry, looked up): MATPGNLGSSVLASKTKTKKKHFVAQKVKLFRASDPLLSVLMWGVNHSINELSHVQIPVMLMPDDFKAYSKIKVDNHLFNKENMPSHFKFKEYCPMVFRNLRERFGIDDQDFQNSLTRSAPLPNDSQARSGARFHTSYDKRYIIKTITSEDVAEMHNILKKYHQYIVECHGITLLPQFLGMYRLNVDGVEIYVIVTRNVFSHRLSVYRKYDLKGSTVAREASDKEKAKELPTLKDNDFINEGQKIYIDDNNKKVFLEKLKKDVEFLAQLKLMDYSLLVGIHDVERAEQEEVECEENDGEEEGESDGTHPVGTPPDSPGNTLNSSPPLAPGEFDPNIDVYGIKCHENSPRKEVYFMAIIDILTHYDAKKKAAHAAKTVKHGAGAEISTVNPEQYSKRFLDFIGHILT
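Reactions run in 0.038 M HEPES pH 7.4, 0.28 mM EGTA, 0.1% CHAPS and 5% DMSO, with PI5P4Kalpha, substrate, compound and 5 microM ATP final, one hour at room temperature. Readout is ADP-Glo luminescence.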
FUS suppressor: rescues growth of FUS-expressing yeast. S. cerevisiae FUS-expressing, growth rescue, OD600, 24 h. Potency, µM (top dose mostly 76.6 µM), for the others: top-dose growth rescue (activation), usual class: activators. hit rate 0.24% among 390,000. AID 1347120;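 note: potency is the fitted concentration of half-maximal effect; plate controls were DMSO vehicle for no effect and reference control for full effect; nearly all actives have a fitted effect of over 55% in size; some results filed as inactive show a strong effect at the top dose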
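Toxicity suppression screen in FUS-yeast. Cells induced with 2% galactose, starting OD 0.005, treated 24hr at 30C with compounds at multiple final concentrations; growth by OD600.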
aSyn yeast inh: rescues yeast growth from alpha-synuclein toxicity; Yeast expressing alpha-synuclein, growth rescue, BacTiter-Glo, 24 h; Potency, µM (series often up to 46.1 µM), inactives show at the top dose growth rescue (activation), hits mostly activators; hit rate 0.14% among 370,000; note: potency is the fitted concentration of half-maximal effect; % of control where 0% means no effect; nearly all actives have a fitted effect of over 65% in size
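Rescue of yeast growth: cells expressing toxic alpha-synuclein, induced in galactose at OD600 0.02, incubated with compound 24 h at 30 C. ATP luminescence quantified growth; inhibitors of toxicity appear as activators.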
Abeta yeast res: compounds reversing amyloid beta toxicity in yeast; AID 1347071; hit rate 0.063% among 410,000; yeast expressing A-beta42, growth rescue, OD600, 48 h; response scale: 0% DMSO, 100% iron-clioquinol control; Potency, µM (top dose mostly 46.1 µM), without a hit: top-dose growth rescue, most hits filed as activators; note: potency is the fitted concentration of half-maximal effect; nearly all actives have a fitted effect of over 55% in size
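Yeast growth medium received pinned compounds, then yeast cells expressing toxic A-beta were added; plates incubated at 30 C for 48 hr. Growth read as absorbance at 600 nm, normalized to DMSO and equimolar FeCl3 plus clioquinol controls.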
IL2 activator: activates IL-2 in a cell-based reporter assay | IL-2 activation reporter assay, cell-based qHTS; stimulated with anti-CD3/CD4/CD28 beads; in transgenic mouse T cells | hit rate 0.065% among 360,000 | activation, % (series mostly up to about 46 µM); in the data active = activation above about 50%; inconclusive = mostly about 30% to 49%; note: 0% is about no effect
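Unstimulated transgenic mouse T cells preincubated 60 min with compound, then stimulated with anti-CD3/anti-CD4-coated beads plus anti-CD28 for 18 h at 37 degrees C. IL-2 response read as EGFP and DsRed fluorescence by plate cytometry.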
PLK1 PBD inh: inhibitors of human PLK1 polo-box domain binding; P53350; Plk1 PBD binding of FITC phosphopeptide, fluorescence polarization; Potency, µM, without a hit: max response, negative = inhibition, actives largely listed as inhibitors; hit rate 2.8% among 360,000; AID 720504; note: potency is the fitted concentration of half-maximal effect; series mostly up to about 57 µM; % is set by controls: 0 for no effect and ±100 for the full control effect; nearly all actives have a fitted effect of over 65% in size
Target sequence (P53350 whole entry, looked up, the tested form may be a part): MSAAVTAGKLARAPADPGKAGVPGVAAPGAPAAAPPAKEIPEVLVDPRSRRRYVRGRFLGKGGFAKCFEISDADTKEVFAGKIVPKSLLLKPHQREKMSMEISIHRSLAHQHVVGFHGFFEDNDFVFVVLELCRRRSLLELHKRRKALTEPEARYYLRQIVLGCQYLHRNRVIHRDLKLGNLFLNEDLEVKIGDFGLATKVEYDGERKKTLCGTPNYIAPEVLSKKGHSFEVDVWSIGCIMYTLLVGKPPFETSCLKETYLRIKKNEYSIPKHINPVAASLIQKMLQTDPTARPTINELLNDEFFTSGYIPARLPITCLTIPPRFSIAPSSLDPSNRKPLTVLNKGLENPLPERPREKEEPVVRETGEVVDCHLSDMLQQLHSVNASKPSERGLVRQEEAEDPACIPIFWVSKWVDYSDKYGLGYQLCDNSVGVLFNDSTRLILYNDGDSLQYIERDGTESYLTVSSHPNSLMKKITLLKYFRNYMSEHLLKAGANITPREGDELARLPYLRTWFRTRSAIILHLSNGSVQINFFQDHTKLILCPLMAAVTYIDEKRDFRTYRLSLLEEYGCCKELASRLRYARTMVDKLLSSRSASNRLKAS
WRN helicase inh: WRN helicase (human) inhibition; WRN helicase unwinding, fluorescent forked duplex, kinetic; Q14191; hit rate 0.46% among 360,000; Potency, µM (titrated, usually from 114 µM), for inactives: at the top dose activity change, negative = inhibition, hits mostly inhibitors; note: potency is the fitted concentration of half-maximal effect; % is set by controls: 0 for no effect and ±100 for the full control effect; nearly all actives have a fitted effect of over 55% in size
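WRN at 20 nM final preincubated with compound 15 min at room temperature; reaction started with 100 nM fluorophore/quencher forked duplex oligonucleotide and 2 mM ATP final. Unwinding followed kinetically by red fluorescence (ex 525, em 598 nm).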
EPAC1 ag: activates human EPAC1 exchange factor | Potency, µM (titrated, usually from 154 µM), for the others: at the top dose activation, most hits filed as activators | EPAC1 agonist qHTS, biochemical assay; response scale: 100% = response to 6.5 mM cAMP | hit rate 0.073% among 360,000; note: potency is the fitted concentration of half-maximal effect; nearly all actives have a fitted effect of over 60% in size
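EPAC1 100 nM, Rap1B–BODIPY-GDP 250 nM, unlabeled GDP 50 uM; compound titration; 5 min RT; kinetic read ex480/em540 at 5-min intervals ×30 min; data normalized to 6.5 mM cAMP agonist control.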
EPAC1 antagonist: EPAC1 (human) antagonism | hit rate 0.14% among 360,000 | EPAC1 GEF assay, Rap1b-BODIPY-GDP exchange fluorescence | Potency, µM (highest dose often 115 µM), for the others: top-dose activity change, negative = inhibition, actives largely listed as inhibitors | O95398;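 note: potency is the fitted concentration of half-maximal effect; plate controls were vehicle for no effect and positive control for full effect; nearly all actives have a fitted effect of over 50% in size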
* = called active by the depositor; ? = inconclusive; · = no result given; [ ] = remark or other dose. Unless noted, calls come from the whole dose curve; as a rule, active = well fitted curve in the direction sought with a large enough effect; inconclusive = small, poorly fitted or top-dose-only effect, or another doubt; inactive = no such curve, though single readings can be large; an effect the other way counts as inactive or inconclusive. Not a hit list; any-hit rate near 4.1%.

SMILES	PI5P4K alpha inh	FUS suppressor	aSyn yeast inh	Abeta yeast res	IL2 activator	PLK1 PBD inh	WRN helicase inh	EPAC1 ag	EPAC1 antagonist
CCOCCCNC(=O)c1cc(=O)n(Cc2cccc(C)c2)c2ccccc12	-4	17%	-3%	-12%	0.8	-7%	8%	5%	-2%
C/C(=N\NC(=O)Cc1ccc(Br)cc1)c1cccnc1	-1	18%	-2%	-3%	-4.9	-4%	0%	6%	-17%
CC1CC2(CCCCC2)Nc2c1ccc1ccccc21 (configuration not stated)	11	22%	-5%	-14%	-0.3	-11%	-11%	0%	-11%
CCOC(=O)N/N=C(\C)c1ccc(Oc2ncccn2)cc1	-5	-35%	6%	3%	-0.5	6%	-1%	-6%	-12%
CCCCC(O)(CCCC)C(=O)N/N=C(\C)c1ccc(Cl)cc1	-1	16%	-2%	-10%	-0.7	-1%	7%	1%	13%
CCC(C(=O)Nc1ccc(S(=O)(=O)N2CCN(C)CC2)cc1)c1ccccc1 (configuration not stated)	-5	·	-4%	2%	-2.6	-10%	-28%	2%	-1%
CC(C(=O)Nc1ccc(C#N)cc1)N(C)CC(=O)Nc1cccc(F)c1 (configuration not stated)	-2	-14%	-4%	-2%	0.8	-7%	0%	7%	?
N/C(=N\OC(=O)CCCOc1ccccc1)c1ccncc1	2	5%	9%	-17%	-1.8	-6%	-2%	-6%	-1%
O=C(COC(=O)CSc1ccc([N+](=O)[O-])cc1)NCCC1=CCCCC1	-4	·	-6%	10%	-1.0	-23%	?	10%	-13%
COc1ccc(CNC(=O)c2sc(=O)n(Cc3ccccc3C)c2C)cc1	0	-12%	1%	-6%	-0.2	2%	3%[57.1 µM]	-5%	-5%
CCN(CC(=O)Nc1c(F)cccc1F)C(=O)C1CCC1	0	-9%	0%	2%	-0.6	5%	-4%	-1%	-4%
Cc1ccc2nc(N3CCN(C(=O)c4ccco4)CC3)c3nncn3c2c1	1	1%	5%	-8%	-0.1	1%	2%	2%	-6%
CN1CCc2c1nc1ccccc1c2N=C1CCCN1Cc1ccccc1	-10	20%	-1%	-17%	-0.7	21µM*	3%	-8%	-12%
O=C(Cc1nnc(NC(=O)c2ccccc2)s1)N/N=C/c1cccc(O)c1	?	31%	-2%	-10%	2.1	-10%	?	5%	-5%
CCCCN(C)C(=O)c1cccc(OC2CCN(CC(C)(C)C)CC2)c1	4	-5%	12%	-3%	-1.1	5%	7%	-3%	0%
CC1(C)CC(=O)C=C(NCc2cccs2)C1	-1	9%	-2%	7%	-1.0	-10%	1%	3%	11%
O=C(NNC(=S)NC(=O)c1ccccc1)c1cccc([N+](=O)[O-])c1	-2	15%	-2%	?	-4.7	-14%	-3%	9%	3%
CCOc1ccc(-c2csc(NC(=O)c3cccc(N4C(=O)CCC4=O)c3)n2)cc1	6	-1%	1%	-3%	-0.4	-6%	-9%	1%	-6%
Cn1nc(C(=O)Nc2ccc(Cl)c(S(=O)(=O)N3CCOCC3)c2)c2ccccc2c1=O	0	2%	-4%	-17%	0.8	2%	-1%	1%	21%
CCN(CC)CCCNC(=O)Cn1cnc2sc(C)c(S(=O)(=O)N3CCC(C)CC3)c2c1=O	-2	12%	-10%	4%	0.2	-15%	-4%	-2%	3%
Cc1cc(C(=O)C(C(c2ccccc2)N2CCOCC2)N2CCOCC2)ccc1Cl (configuration not stated)	0	17%	2%	?	1.0	-18%	-1%	5%	-17%
O=C1OC(Nc2nc(-c3ccc(F)cc3)cs2)c2ccccc21 (configuration not stated)	-8	-6%	1%	-4%	0.7	-13%	-9%	-4%	2%
CCOC(=O)c1c(NC(=O)c2ccc(N3C(=O)[C@@H]4[C@H](C3=O)[C@H]3C=C[C@@H]4C3)cc2)sc2c1CCCC2	9	-29%	4%	12%	1.4	-7%	-2%	13%	-2%
Oc1ccc(Nc2nc(-c3cccnc3)cs2)cc1	1	20%	-4%	-6%	0.9	-9%	-11%	9%	-2%
COc1cc(S(=O)(=O)n2cnc3ccccc32)ccc1Br	-2	-3%	1%	5%	-1.2	-11%	0%	12%	2%
Next section
SMILES	PI5P4K alpha inh	FUS suppressor	aSyn yeast inh	Abeta yeast res	IL2 activator	PLK1 PBD inh	WRN helicase inh	EPAC1 ag	EPAC1 antagonist
Clc1cccc(-c2ccc(/C=N/n3cnnc3)o2)c1Cl	0	9%	1%	8%	3.8	-5%	-9%	-5%	1%
CCC(C)c1ccc(NC(=S)Nc2ccc(OC)cc2C)cc1 (configuration not stated)	2	·	-1%	?	-0.4	-20%	-11%	-3%	-6%
CCOC(=O)C(C)Sc1nnc(Cc2cc(=O)[nH]c(=O)[nH]2)n1-c1ccc(Cl)cc1 (configuration not stated)	-7	4%	0%	6%	0.1	21µM*	5%	12%	-3%
COc1cc(C(=O)Nc2ccn(C)n2)ccc1OC(F)F	-1	-10%	11%	-17%	0.6	-6%	0%	-1%	-3%
CCOc1ccc(C=Nc2cccc3ncccc23)cc1	4	-21%	2%	-1%	3.7	-6%	3%	-2%	-1%
Cc1ccc(-n2nnnc2SCC(=O)NCC2(N3CCOCC3)CCCCC2)c(C)c1	-2	10%	1%	6%	-6.7	3%	-3%	-9%	-18%
COc1cc(/C=C/C(=O)OCC(=O)N2CCN(C(=O)c3ccco3)CC2)ccc1O	-8	21%	-6%	4%	0.2	-7%	4%	-4%	13%
COc1ccc(N2CCOCC2)c(NC(=O)COc2cccc(C)c2C)c1	16	40%	12%	-8%	-4.5	-6%	-35%	14%	-10%
COc1ccc(CCC(=O)OCC(=O)NCc2ccc(OC)c(OC)c2)cc1OC	-6	6%	0%	16%	2.4	-5%	-22%	8%	-15%
COc1cc(/C=N/NC(=O)c2cc(-c3ccco3)nc3ccccc23)cc(OC)c1O	?	42%	?	-2%	4.1	-26%	-11%[11.6 µM]	15%	?
C=CCNC(=S)Nc1cc(Cl)ccc1OC	-4	-20%	-2%	17%	-2.1	-7%	4%	2%	-7%
O=C(N/N=C/c1ccccc1)c1n[nH]c2c1CCCC2	6	-7%	-4%	-13%	0.2	-7%	-1%[57.1 µM]	8%	4%
CCOc1ccc(NC(=O)CSc2nnc(CCNC(=O)c3ccc(OC)cc3)n2C)cc1	·	7%	-2%	3%	-3.0	-8%	6%	-1%	5%
COC(=O)c1ccccc1NC(=O)N1CCc2ccc(NC(=O)c3ccccn3)cc2C1	-8	29%	-4%	-8%	2.4	-17%	-26%	-14%	3%
COc1ccc(-c2csc(C(O)(c3ccccc3)C(F)(F)F)n2)cc1 (configuration not stated)	31	16%	-60%[inhibitor]	?	-0.2	4%	-5%	-4%	-15%
COc1ccc(CCNC(=O)c2cc(-c3ccccc3OC)on2)cc1OC	·	17%	-1%	22%	-3.2	0%	-5%	-1%	-2%
CCOc1ccc(C(=O)NCC(=O)NC(C)CCc2ccccc2)cc1OCC (configuration not stated)	1	21%	-4%	-1%	-0.2	0%	-5%	-4%	-9%
CC(C)Cc1nnc(NC(=O)c2ccncc2)s1	9	-4%	5%	24%	0.8	-29%	11%	3%	-12%
Cc1ccccc1NC(=O)c1cc(S(=O)(=O)c2ccccc2)ccc1Cl	-4	20%	-5%	-8%	1.3	-9%	-10%	9%	-25%

Gathered by group, those above with a halogen.
SMILES	PI5P4K alpha inh	FUS suppressor	aSyn yeast inh	Abeta yeast res	IL2 activator	PLK1 PBD inh	WRN helicase inh	EPAC1 ag	EPAC1 antagonist
C/C(=N\NC(=O)Cc1ccc(Br)cc1)c1cccnc1	-1	18%	-2%	-3%	-4.9	-4%	0%	6%	-17%
CCCCC(O)(CCCC)C(=O)N/N=C(\C)c1ccc(Cl)cc1	-1	16%	-2%	-10%	-0.7	-1%	7%	1%	13%
CC(C(=O)Nc1ccc(C#N)cc1)N(C)CC(=O)Nc1cccc(F)c1 (configuration not stated)	-2	-14%	-4%	-2%	0.8	-7%	0%	7%	?
CCN(CC(=O)Nc1c(F)cccc1F)C(=O)C1CCC1	0	-9%	0%	2%	-0.6	5%	-4%	-1%	-4%
Cn1nc(C(=O)Nc2ccc(Cl)c(S(=O)(=O)N3CCOCC3)c2)c2ccccc2c1=O	0	2%	-4%	-17%	0.8	2%	-1%	1%	21%
Cc1cc(C(=O)C(C(c2ccccc2)N2CCOCC2)N2CCOCC2)ccc1Cl (configuration not stated)	0	17%	2%	?	1.0	-18%	-1%	5%	-17%
O=C1OC(Nc2nc(-c3ccc(F)cc3)cs2)c2ccccc21 (configuration not stated)	-8	-6%	1%	-4%	0.7	-13%	-9%	-4%	2%
COc1cc(S(=O)(=O)n2cnc3ccccc32)ccc1Br	-2	-3%	1%	5%	-1.2	-11%	0%	12%	2%
Clc1cccc(-c2ccc(/C=N/n3cnnc3)o2)c1Cl	0	9%	1%	8%	3.8	-5%	-9%	-5%	1%
CCOC(=O)C(C)Sc1nnc(Cc2cc(=O)[nH]c(=O)[nH]2)n1-c1ccc(Cl)cc1 (configuration not stated)	-7	4%	0%	6%	0.1	21µM*	5%	12%	-3%
COc1cc(C(=O)Nc2ccn(C)n2)ccc1OC(F)F	-1	-10%	11%	-17%	0.6	-6%	0%	-1%	-3%
C=CCNC(=S)Nc1cc(Cl)ccc1OC	-4	-20%	-2%	17%	-2.1	-7%	4%	2%	-7%
COc1ccc(-c2csc(C(O)(c3ccccc3)C(F)(F)F)n2)cc1 (configuration not stated)	31	16%	-60%[inhibitor]	?	-0.2	4%	-5%	-4%	-15%
Cc1ccccc1NC(=O)c1cc(S(=O)(=O)c2ccccc2)ccc1Cl	-4	20%	-5%	-8%	1.3	-9%	-10%	9%	-25%

Compound activity: PubChem BioAssay, National Center for Advancing Translational Sciences (NCATS)
